Screening data: PubChem, The Scripps Research Institute Molecular Screening Center
Fh CTSL1 inh – Fasciola hepatica cathepsin L1 inhibitors, primary screen, counter-screen for PFM18AAP inhibitor project, biochemical, QFRET, fluorogenic peptide substrate; recombinant F. hepatica cathepsin L1, Z-Leu-Arg-MCA fluorescence; inhibition, % at 5.96 µM; 300,000 compounds, 0.49% hits;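 active means inhibition above the mean of all tested compounds plus 3 SD, set per screening campaign, cut at about 17% in these data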;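 further: 0% = plate median of test compound wells and 100% = 1 µM Z-Phe-Ala-diazomethylketone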
AHR activator – AHR activators, primary screen, cell-based, luminescence, luciferase reporter, human. Aryl hydrocarbon receptor (Homo sapiens), P35869. AHR-responsive luciferase reporter cells. activation, % at 5 µM. 320,000 compounds, 2.5% hits; in the data active means activation above about 47%;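 further: 0% = vehicle wells and 100% = reference agonist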
proCasp3 act – activators of human procaspase-3 D3A mutant, primary screen, biochemical, absorbance, PC-3 D3A mutant, single concentration; AID 463141, 2010; recombinant procaspase-3 D3A, Ac-DEVD-pNA absorbance 405 nm; activation, % at 8.5 µM; Caspase-3 (Homo sapiens), P42574; 330,000 compounds, 0.11% hits;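 active means activation above the mean of all tested compounds plus 3 SD, cut at about 21% in these data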;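 further: 0% = DMSO alone and 100% = DMSO wells spiked with extra 5 µM PC-3 D3A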
Target sequence (P42574 whole entry D9A/D28A/D175A): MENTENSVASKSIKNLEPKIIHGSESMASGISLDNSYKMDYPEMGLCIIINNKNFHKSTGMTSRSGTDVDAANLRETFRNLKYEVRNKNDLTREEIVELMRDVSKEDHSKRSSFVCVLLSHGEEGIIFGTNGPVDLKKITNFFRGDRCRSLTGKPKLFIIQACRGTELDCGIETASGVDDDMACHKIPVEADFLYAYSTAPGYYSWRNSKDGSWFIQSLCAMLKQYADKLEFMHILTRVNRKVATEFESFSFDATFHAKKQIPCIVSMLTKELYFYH
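Test system: Procaspase-3 D3A mutant, all three cleavage aspartates alanine | Dosing: Single dose, 8.5 µM nominal compound, 0.8% DMSO | Schedule: 1 h preincubation, 2 h reaction | Technique: 405 nm absorbance of p-nitroaniline, reads at 0 and 120 min | Repeats: One well per compound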
PP5 primary – PP5 phosphatase inhibitors, primary screen, biochemical, fluorescence | AID 1987, 2009 | purified PP5c, OMFP substrate fluorescence | 320,000 compounds, 0.18% hits | inhibition, % at 6.7 µM;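 active means inhibition above the campaign's mean inhibition across all tested compounds plus 3 SD, cut at about 9.5% in these data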;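 further: 0% = DMSO only and 100% = 100 µM cantharidin control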
procasp7 counter – procaspase-7 activators, primary screen, counter-screen for procaspase-3 activator project, biochemical, absorbance, HTS, human. Caspase-7 (Homo sapiens), P55210. recombinant procaspase-7, Ac-DEVD-pNA absorbance 405 nm; D23A/D198A/D206A triple mutant, cannot self-cleave; scale: DMSO 0, 5 µM enzyme 100. activation, % at 8.5 µM. 330,000 compounds, 0.093% hits. AID 463210, 2010;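 active means percent activation above the screen-wide mean plus 3 SD, cut at about 25% in these data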
Target sequence (P55210 whole entry D23A/D198A/D206A): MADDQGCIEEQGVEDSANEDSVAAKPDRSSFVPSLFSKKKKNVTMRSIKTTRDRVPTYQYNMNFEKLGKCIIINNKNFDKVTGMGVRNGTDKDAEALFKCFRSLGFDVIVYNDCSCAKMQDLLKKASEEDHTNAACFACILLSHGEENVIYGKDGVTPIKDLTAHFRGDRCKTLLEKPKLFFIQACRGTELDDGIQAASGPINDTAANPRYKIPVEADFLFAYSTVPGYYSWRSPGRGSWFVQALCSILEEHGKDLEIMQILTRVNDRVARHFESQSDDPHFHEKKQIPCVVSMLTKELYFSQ
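System: Procaspase-7 triple mutant (PC-7 D3A); measure: % activation from two-timepoint absorbance difference, scaled to controls; times: 1 h compound preincubation, 2 h substrate cleavage, 25 °C; also added: Ac-DEVD-pNA substrate, 400 µM as added; measured by: Epi-absorbance of released pNA at 405 nm, two timepoints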
core dimer inh – inhibitors of HCV core protein dimerization, primary screen, biochemical, TR-FRET, high-throughput. TR-FRET GST/Flag-core106 dimerization, 1536-well. inhibition, % at 5 µM. 300,000 compounds, 0.33% hits;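 active means inhibition above the mean of all tested compounds plus 3 SD, set per screening campaign, cut at about 45% in these data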
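Material: GST/Flag-tagged HCV core106 proteins. Incubation: 4 h, 22.5 °C incubation. Read-out basis: inhibition (%) from 671 over 617 nm ratio. Measured by: TR-FRET, excitation 340 nm, emission 617 and 671 nm.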
PAFAH2 inh – PAFAH2 enzyme inhibitors, primary screen, biochemical, fluorescence polarization, human; 340,000 compounds, 0.99% hits; Platelet-activating factor acetylhydrolase 2, cytoplasmic (Homo sapiens), Q99487; inhibition, % at 3.39 µM; AID 492956, 2010; recombinant PAFAH2, FP-rhodamine activity probe;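 active means inhibition above the mean over all tested compounds plus 3 SD, cut at about 30% in these data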;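 further: inhibitors block probe labeling of enzyme so polarization drops; 0% = enzyme with DMSO and 100% = wells lacking PAFAH2 protein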
PP1 counter – PP1-alpha phosphatase inhibitors, primary screen, counter-screen for PP5 inhibitor project, biochemical, fluorescence, OMFP substrate, single point; 320,000 compounds, 0.9% hits; purified PP1alpha; AID 2235, 2010; Serine/threonine-protein phosphatase PP1-alpha catalytic subunit (Homo sapiens), P62136; inhibition, % at 6.7 µM;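 active means inhibition above the mean inhibition of all tested compounds plus 3 SD, computed separately for each screening campaign, cut at about 15% in these data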
Target sequence (P62136 whole entry, looked up): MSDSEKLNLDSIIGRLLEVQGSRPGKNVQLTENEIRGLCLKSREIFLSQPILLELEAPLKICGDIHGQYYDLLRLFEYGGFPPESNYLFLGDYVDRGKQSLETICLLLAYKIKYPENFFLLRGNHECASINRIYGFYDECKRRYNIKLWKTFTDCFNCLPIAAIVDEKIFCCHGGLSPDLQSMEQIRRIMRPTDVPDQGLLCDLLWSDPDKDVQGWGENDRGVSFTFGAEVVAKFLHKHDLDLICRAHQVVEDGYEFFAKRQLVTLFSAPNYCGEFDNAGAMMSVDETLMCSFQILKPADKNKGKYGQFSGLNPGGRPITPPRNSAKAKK
TPT1 inhibitor – Candida albicans TPT1 enzyme inhibitors, primary screen, biochemical, fluorescence polarization; tRNA 2'-phosphotransferase TPT1 (Candida albicans SC5314); recombinant caTPT1, FP RNA substrate dephosphorylation; inhibition, % at 5 µM; 300,000 compounds, 0.81% hits; AID 1962, 2009;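 active means inhibition above the mean of all tested compounds plus 3 SD, set per screening campaign, cut at about 24% in these data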;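 further: plate controls were DMSO alone for no effect and ferristatin control at 100 nM for full effect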
Numbers without * were called inactive; nt = not tested or not shown.

SMILES	Fh CTSL1 inh	AHR activator	proCasp3 act	PP5 primary	procasp7 counter	core dimer inh	PAFAH2 inh	PP1 counter	TPT1 inhibitor
COc1ccc(S(=O)(=O)N2CCC(C(=O)NC3CCCC3)CC2)cc1C	-0.9	0.0	-8.1	-1.1	9.9	-4.8	4.9	2.2	1.4
COc1ccc2c(c1)CCc1c(C(=O)NCc3ccc(F)cc3)noc1-2	2.1	-4.0	4.1	0.8	3.9	10.6	-4.5	-1.3	1.7
Cn1cc2c(=O)n(/N=C/c3ccccc3)cnc2n1	-0.9	8.9	1.4	2.5	-5.5	-6.4	4.4	2.1	-4.8
Cc1noc(C)c1COc1ccc(C(=O)OCC(=O)Nc2c(C)n(C)n(-c3ccccc3)c2=O)cc1	-1.1	2.6	1.3	3.1	-7.4	1.6	14.3	-1.5	2.7
Cc1ccc(-c2nnc(SCC(=O)NC3CC3)n2N)cc1	7.5	4.1	-6.4	-1.1	5.0	4.5	-6.6	-7.5	0.0
C=CCN1C(=O)/C(=C2/Sc3ccccc3N2C)SC1=Nc1c(C)n[nH]c1C	4.5	0.0	-10.7	2.6	1.3	-11.7	-6.8	1.2	-0.4
Cc1cc(C(=O)NCc2csc(-c3ccccc3)n2)no1	2.6	36.0	7.6	1.1	-1.7	-2.4	-1.8	-3.6	-1.4
Cc1nc2ccccc2c(=O)n1NC(=O)c1cccc(Cl)c1	3.1	18.1	2.0	1.6	10.0	4.8	-3.0	2.1	-3.6
O=C(COC(=O)C1CC(=O)N(Cc2ccccc2)C1)c1ccc(F)cc1 (stereo not given)	-49.0	-0.6	11.4	-0.7	5.0	3.8	0.2	-2.1	1.3
COc1cccc(/C(O)=C2/C(=O)C(=O)N(c3cc(C)on3)C2c2cccs2)c1 (stereo not given)	1.4	3.5	-32.1	0.8	-63.1	11.3	2.8	-0.2	1.7
CC/C=C\C/C=C\C/C=C\CCCCCCCC(=O)O	25.8*	1.1	-3.4	-0.4	-11.5	28.5	22.6	0.7	-1.1
CCc1ccc2c(CN(C)Cc3ccc(OC(F)F)c(OC)c3)cc(=O)oc2c1	3.6	4.8	-0.9	0.9	-6.2	4.4	-0.3	2.0	0.2
CNc1ccccc1C(C)(C)c1cc(-c2cccc([N+](=O)[O-])c2)no1	0.4	9.7	-3.5	6.3	-0.9	6.1	-0.2	1.6	-0.6
Cc1csc(NC(=O)Nc2ccc(Cl)cc2)n1	0.3	14.7	1.4	2.3	-0.3	2.0	0.9	-9.7	-5.2
O=S(=O)(NCCN1CCCC1)c1cccc2cccnc12	2.1	1.8	5.1	2.4	6.9	0.3	-2.0	-3.4	-0.8
CCOC(=O)c1ncn2c1CN(C)C(=O)c1cc(F)ccc1-2	-1.3	-2.0	11.3	1.3	5.5	2.7	-4.5	-3.1	0.2
CN(CC(=O)Nc1ccccc1Br)C(=O)CCSc1ccc(F)cc1	-3.0	1.6	6.5	3.2	2.9	1.0	5.8	-5.8	0.5
COc1ccc(/C(N)=N/OC(=O)c2ccco2)cc1	-3.6	-5.9	-8.9	0.4	-1.6	-12.2	1.8	-0.1	-0.5
O=C(NNC1=NC2(CCCC2)Cc2ccccc21)c1cccnc1	-3.0	31.6	-0.6	-2.1	1.4	-3.1	-1.6	-3.0	0.7
Cc1ccc(CSc2nnc(CC(=O)Nc3ccc(C)cc3)n2C)cc1	2.3	3.5	1.6	0.6	0.3	-7.4	-6.1	-5.0	-3.1
CC(=O)Oc1ccc2c(=O)c(-c3nc4ccccc4s3)coc2c1	-6.0	18.1	2.3	2.0	0.7	2.6	4.6	3.0	-2.1
CC1(C)CC(=O)c2c(noc2-c2ccccc2)C1	-0.3	-11.6	1.5	0.7	4.2	-3.4	-1.7	0.3	-2.5
OCc1ccccc1O[C@@H]1O[C@H](CO)[C@@H](O)[C@H](O)[C@H]1O	6.1	-0.4	10.1	0.5	9.8	2.9	9.9	-4.7	-5.2
CC(C)=NNC(=O)c1c(O)c2ccccc2[nH]c1=O	2.7	16.0	-6.5	-2.0	-20.5	1.4	1.2	20.6*	-2.5
CCc1cc2c(SCC(=O)NC(=O)c3cccn3C)ncnc2s1	-1.2	0.8	4.6	4.1	0.8	32.4	5.3	1.7	2.1
SMILES	Fh CTSL1 inh	AHR activator	proCasp3 act	PP5 primary	procasp7 counter	core dimer inh	PAFAH2 inh	PP1 counter	TPT1 inhibitor
Cc1ccc(CCNC(=O)C2CCC(=O)N(Cc3cccc(F)c3)C2)cc1 (stereo not given)	-2.9	-0.6	-5.0	0.8	10.2	4.6	5.5	-2.0	-2.7
COc1ccc(-c2[nH]ncc2N=Nc2cc(C)cc(C)c2)cc1	2.6	66.5*	-3.4	1.3	8.3	-5.7	2.0	2.7	4.6
CCOC(=O)c1[nH]c(C)c(C(=O)NC2CCCC2)c1C	3.1	1.6	1.7	3.9	9.6	2.2	-2.6	3.6	-0.6
COc1ccccc1C(=O)C1CCCN(Cc2ccc(Oc3ncccn3)cc2)C1 (stereo not given)	-2.1	-0.3	7.2	-0.6	-0.4	-0.5	-6.2	-5.4	-0.9
COc1ccc(OC)c(C(=O)CCCC(=O)c2cc(OC)ccc2OC)c1	3.9	12.7	1.4	1.1	1.7	-8.9	10.0	0.5	0.4
CN(C(=O)c1ccc(OC2CCN(CCc3ccccc3)CC2)cc1)C1CCOC1 (stereo not given)	-1.0	-2.1	0.1	2.3	-1.8	-1.8	-2.2	-0.8	0.7
COCC(=O)N1CCCc2ccccc21	4.3	17.1	-11.5	-7.1	2.5	-2.5	-8.6	3.2	4.7
COc1cc(C)ccc1OCc1cc(C(=O)N(C)CCCN2CCOCC2)no1	-0.1	22.0	-1.2	1.0	-7.7	0.4	1.2	-2.4	1.8
O=C(O)CCc1ccc(-c2ccc(Cl)cc2)n1Cc1ccco1	-8.0	16.1	-3.8	0.8	5.6	13.0	15.2	-3.0	4.6
O=C(CSc1nc2[nH]ncc2c(=O)[nH]1)NCc1ccccc1	-0.7	5.4	0.2	0.3	0.6	0.4	-1.7	-3.1	-1.9
Cc1ccc(C(=O)CSc2nnc(-c3ccco3)o2)o1	-2.9	-2.7	2.9	0.4	-12.3	2.7	2.5	-5.0	-1.0
COc1cccc(Nc2nc3ccccc3n3nnnc23)c1	-0.3	35.5	4.4	3.8	6.9	6.6	4.7	1.7	7.0
COc1ccc(CCn2c(C)c(C(C)=O)c3cc(OC(=O)c4ccco4)ccc32)cc1OC	-45.1	22.0	-3.3	2.3	14.7	17.8	-1.5	-3.3	-1.7
COc1ccccc1CN1CC(C(=O)NCCc2ccc(Cl)cc2)CC1=O (stereo not given)	0.0	-1.1	4.7	0.0	-4.3	-7.5	12.4	-0.3	-1.5
Cc1cc(=O)oc2cc(Oc3ncccn3)ccc12	5.2	0.4	11.1	1.3	4.3	-2.3	5.1	-1.8	8.5
Cc1ccc(NC(=O)c2cccc(S(=O)(=O)N3CCN(c4ccc(F)cc4)CC3)c2)nc1	3.0	0.7	6.2	2.9	6.4	11.4	-4.5	2.7	-0.4
C=CCNC(=S)Nc1ccc2cn[nH]c2c1	-0.2	3.2	1.5	4.3	-4.0	-4.6	-4.5	-4.0	-2.8
O=C(Nc1cccc(Cl)c1)C1CCN(C(=O)c2cccs2)CC1	0.9	4.5	-6.9	0.7	3.9	-2.2	-5.2	-1.3	2.8
CC[C@@H](C)[C@@H]1CN([C@@H](CN2CCC[C@H]2CN2C(N)=NC[C@H]2CC(C)C)C(C)C)C(=N)N1CCc1ccc(Cl)c(Cl)c1	nt	0.2	1.2	nt	8.0	nt	9.6	nt	nt
COc1ccc(S(=O)(=O)N(C)CC(=O)Nc2ccccc2OC)cc1	-0.6	-1.1	1.3	0.6	-2.2	-2.0	-3.4	0.0	-1.8
C=CCC1(CC=C)CCCN1C(=O)C1CCC(=O)N(CCc2ccc(OC)cc2)C1 (stereo not given)	1.7	3.6	4.2	-0.8	12.9	0.3	-2.5	1.6	1.6
Clc1cccc(N=NN2CCOCC2)c1Cl	-1.3	15.9	5.7	2.4	-12.3	-0.8	-2.9	-0.2	-1.1
O=C(COc1nncc2ccccc12)Nc1c(F)c(F)c(F)c(F)c1F	-2.5	0.3	-1.1	-0.3	10.0	1.4	5.9	0.1	3.0
O=[N+]([O-])c1cc(S(=O)(=O)NC2=NCCCCC2)ccc1NCC1CCCCC1	-4.7	1.2	7.2	1.7	6.1	7.1	-1.0	-2.8	0.7
CC(C)(C)NC(=O)CSc1nnnn1C(C)(C)C	-3.5	3.5	2.9	4.3	-6.8	-3.3	-7.0	-4.5	3.4

By substructure, the compounds so far with two or more sulfur atoms.
SMILES	Fh CTSL1 inh	AHR activator	proCasp3 act	PP5 primary	procasp7 counter	core dimer inh	PAFAH2 inh	PP1 counter	TPT1 inhibitor
C=CCN1C(=O)/C(=C2/Sc3ccccc3N2C)SC1=Nc1c(C)n[nH]c1C	4.5	0.0	-10.7	2.6	1.3	-11.7	-6.8	1.2	-0.4
CCc1cc2c(SCC(=O)NC(=O)c3cccn3C)ncnc2s1	-1.2	0.8	4.6	4.1	0.8	32.4	5.3	1.7	2.1

(more compounds)
SMILES	Fh CTSL1 inh	AHR activator	proCasp3 act	PP5 primary	procasp7 counter	core dimer inh	PAFAH2 inh	PP1 counter	TPT1 inhibitor
Cc1ccc(Nc2ccc(C(N)=O)cc2[N+](=O)[O-])cc1	2.5	17.9	2.6	-0.8	2.7	3.6	-7.8	-3.0	-1.0
O=S1(=O)OCCC(c2ccccc2)N1Cc1ccccc1 (stereo not given)	-4.5	1.1	1.5	2.0	-9.2	3.2	3.4	-1.6	3.1
O=C(O)c1ccc(S(=O)(=O)N2CCC(Cc3ccccc3)CC2)cc1	2.4	1.7	0.4	-3.1	-0.2	-2.0	9.1	5.4	-4.3
CCCCCCC(=O)N/N=C/c1ccco1	1.2	3.7	13.4	3.5	4.8	-5.7	-4.8	4.7	-2.2
COC(=O)c1sccc1NC(=O)CSc1nnnn1-c1ccccc1C	-1.8	0.5	-7.9	1.2	-3.1	0.1	-5.9	0.0	2.5
O=C(COC(=O)Cc1ccc(F)cc1)Nc1ccc2[nH]c(=O)[nH]c2c1	-3.3	-0.5	11.1	2.1	4.1	-14.0	6.5	-4.3	-1.6
CC1=CC(C)(C)N(C(=O)CSc2nnc(N)s2)c2ccccc21	0.3	-0.5	2.5	-0.4	0.3	0.9	-4.8	0.0	9.7

Look-ups from above.
O=C(O)c1ccc(S(=O)(=O)N2CCC(Cc3ccccc3)CC2)cc1 @ core dimer inh = -2.0
CC1=CC(C)(C)N(C(=O)CSc2nnc(N)s2)c2ccccc21 @ AHR activator = -0.5
